Large T inhibition = SV40 large T antigen inhibitors, biochemical (AID 1903); SV40 large T antigen ATPase/helicase inhibition assay; higher % means a stronger effect; inhibition, % at 20 µM; hits with a dose series show IC50 in µM; 0.39% of 310,000 active; in the data active = a potency from the dose series; inconclusive = inhibition mostly from about 32% at the one dose, without a potency; inactive = the rest, 99 in 100 with inhibition below about 32%; also: strong numbers were not always called active
TNAP activators = human TNAP enzyme activators, primary screen, biochemical, luminescent, no phosphate acceptor, uHTS (AID 1001). 0.03% of 200,000 active. activation fold at 20 µM; hits with a dose series show EC50 in µM. Alkaline phosphatase, tissue-nonspecific isozyme (Homo sapiens). purified TNAP, luminescent activation assay, no phosphate acceptor; higher activation fold means a stronger effect; in the data active = activation fold from about 3, or a potency from the dose series; inactive = the rest, 99 in 100 with activation fold below about 1.6; also: many of its hits are not listed in these tables
human PMI inhibition = inhibitors of human PMI, primary screen, biochemical, fluorescence intensity, coupled assay (AID 1209); inhibition, % at 20 µM; hits with a dose series show IC50 in µM; Mannose-6-phosphate isomerase (Homo sapiens); purified PMI enzyme, coupled fluorescence intensity; higher % means a stronger effect; 0.42% of 190,000 active;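 also: plate controls were DMSO vehicle for no effect and wells lacking substrate for full effect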
RSV antiviral HEp-2 = RSV antiviral activity via CPE protection, HEp-2 cells, primary 10 µM value included (AID 2391); HEp-2 cells, RSV-induced CPE inhibition; higher % means a stronger effect; CPE inhibition, % at 10 µM; hits with a dose series show IC50 in µM; 0.13% of 310,000 active; in the data active = a potency from the dose series; inconclusive = CPE inhibition mostly from about 23% at the one dose, without a potency; inactive = the rest, 99 in 100 with CPE inhibition below about 21%; also: strong numbers were not always called active
West Nile antiviral = West Nile virus antiviral activity, cell-based, CPE readout (AID 1621) | West Nile virus-infected cells, CPE inhibition; higher % means a stronger effect | CPE inhibition, % at 10 µM; hits with a dose series show IC50 in µM | 0.02% of 290,000 active; in the data active = a potency from the dose series; inconclusive = CPE inhibition mostly from about 3.7% at the one dose, without a potency; inactive = the rest, 99 in 100 with CPE inhibition below about 2.2%; also: strong numbers were not always called active
CSM14.1 death rescue = rescue of cells from ER stress-induced death, primary screen, 384-well, CSM14.1, thapsigargin, ATP luminescence (AID 1222); CSM14.1 thapsigargin-induced death rescue, ATP luminescence; higher % means a stronger effect; one-dose cellular ATP content (survival), % at 20 µM; EC50 in µM for titrated hits; 190,000 tested, under 10 active;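 active = EC50 below 50 µM in the dose-response confirmation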;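 also: death triggered by thapsigargin at about 15 µM added after 2 h compound pretreatment; cell ATP read after overnight thapsigargin exposure of roughly 18 to 22 hours; normalized against plate controls of thapsigargin alone and 5% DMSO vehicle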
Insulin prom up = insulin promoter activators in MIN6 cells, imaging, high-content screening, mouse beta cells; AID 1625, 2009; 0.3% of 190,000 active; z-score at 5 µM; MIN6 insulin promoter-GFP reporter; active compounds read high;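 active = z-score above 3 at 5 µM with at least 500 cells counted in the well; inconclusive = wells under 500 cells, flagged as cytotoxic or low count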
PhoP inhibition = inhibitors of PhoP regulon expression, primary screen, Salmonella Typhimurium, GFP reporter (AID 1863); S. Typhimurium PhoP-regulated promoter GFP reporter, 4 h; higher % means a stronger effect; inhibition, % at 50 µM, or IC50 in µM where a hit was titrated; 0.16% of 300,000 active;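 active = inhibition over 29.93%, a cutoff 3 SD above the screen mean, later confirmed by dose response; inconclusive = inhibition over 29.93% but no dose response follow-up; inactive = inhibition at most 29.93% or unconfirmed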;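 also: 0% = low Mg2+ inducing control and 100% = high Mg2+ repressing control; strong numbers were not always called active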
PMI inhibition = human PMI inhibitors, high substrate, primary screen, biochemical, fluorescence intensity, high mannose 6-phosphate (AID 1220) | 0.66% of 190,000 active | recombinant PMI enzyme, coupled fluorescence intensity; higher % means a stronger effect | Mannose-6-phosphate isomerase (Homo sapiens) | one-dose inhibition, % at 20 µM; IC50 in µM for titrated hits
Insulin prom up cell count = also measured in Insulin prom up; calls as there; cell count; measured here: cytotoxicity, nuclei count;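 total cells summed across four imaged fields per well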
Starred values were filed as active, the others as inactive; ? = inconclusive; · = no result given; & = joins results of further samples. Rule as the data show it, unless noted: active = inhibition above about 50%; inactive = the rest.

SMILES	Large T inhibition	TNAP activators	human PMI inhibition	RSV antiviral HEp-2	West Nile antiviral	CSM14.1 death rescue	Insulin prom up	Insulin prom up cell count	PhoP inhibition	PMI inhibition
CCOc1ccc(S(=O)(=O)N2CCC(C(=O)NCC3CCCO3)CC2)cc1C (centres undefined)	2%	·	·	2.8%	-1.2%	·	·	·	6%	·
C[C@@]12C(=O)N(c3ccc(F)cc3)C(=O)N1[C@@H]1c3ccccc3OC[C@@H]1[C@H]2c1ccccc1	1%	·	·	6.7%	-0.2%	·	·	·	-1%	·
CN=C1SC(CC(=O)Nc2sc(C)c(C)c2C(=O)OC)C(=O)N1C (centres undefined)	9%	1.1	2%	5.2%	-0.6%	-0.9%	·	·	-6%	-1%
O=C(c1ccccc1)N1N=C(c2ccccc2)CC1c1ccc2nccnc2c1 (centres undefined)	6%	1.1	7%	4.4%	-1.0%	4.3%	0.06	1583	-20%	-3%
CCCCC(=O)NC(NC(=O)CCCC)c1ccc(OCC(C)C)c(OC)c1	9%	1.5	-7%	2.4%	0.2%	-1.3%	0.41	1185	13%	1%
Cc1ccc(N/C=C(\C#N)S(=O)(=O)c2ccccc2)cc1	-1%	1.1	-3%	-0.2%	0.1%	-0.5%	0.34	1626	-11%	-3%
Fc1ccc(Nc2ncnc3ccccc23)cc1	12%	·	·	1.5%	-0.5%	·	·	·	-2%	·
COc1ccc(S(=O)(=O)n2ccnc2)c2cccnc12	-4%	1.1	1%	0.6%	-0.2%	-1.5%	-1.1	1393	5%	-6%
COc1ccccc1N(C)S(=O)(=O)c1ccc(C(=O)NCCc2ccc(F)cc2)cc1	8%	·	·	?	-1.2%	·	·	·	-1%	·
Cc1ccc(NC(=O)CSc2n[nH]c(-c3ccccn3)n2)cc1	2%	·	·	-0.6%	?	·	·	·	10%	·

The final three entries of the part above are carried over, then new ones follow:
SMILES	Large T inhibition	TNAP activators	human PMI inhibition	RSV antiviral HEp-2	West Nile antiviral	CSM14.1 death rescue	Insulin prom up	Insulin prom up cell count	PhoP inhibition	PMI inhibition
COc1ccc(S(=O)(=O)n2ccnc2)c2cccnc12	-4%	1.1	1%	0.6%	-0.2%	-1.5%	-1.1	1393	5%	-6%
COc1ccccc1N(C)S(=O)(=O)c1ccc(C(=O)NCCc2ccc(F)cc2)cc1	8%	·	·	?	-1.2%	·	·	·	-1%	·
Cc1ccc(NC(=O)CSc2n[nH]c(-c3ccccn3)n2)cc1	2%	·	·	-0.6%	?	·	·	·	10%	·
CN(Cc1ccc(F)cc1)C(=O)c1cccc(OC2CCN(C3CCCC3)CC2)c1	10%	1.1	11%	-2.6%	-1.3%	-1.1%	0.18	1367	-14%	6%
C=CCn1c(C)cc(C(=O)COC(=O)[C@@H](NC(=O)c2ccccc2Cl)C(C)C)c1C	12%	1	15%	1.7%	·	-5.0%	0.11	1386	-5%	13%
Cc1cc(C)n(-c2ccc(C(=O)Nc3cccc(S(=O)(=O)N(C)C)c3)cc2)n1	4%	1.1	6%	3.5%	-0.7%	0.3%	-0.48	912	-11%	8%
Cc1cc(C)cc(NC(=O)CN2CCCN(S(=O)(=O)c3ccc(Br)s3)CC2)c1	6%	1	16%	1.9%	1.3%	-3.3%	·	·	-7%	13%
CC(=O)Nc1ccc(NC(=O)C2CCCN2C(=O)Nc2cccc(F)c2)cc1 (centres undefined)	2%	·	·	1.4%	0.1%	·	·	·	5%	·
COC(=O)c1[nH]c2cc(OC)ccc2c1NC(=O)c1c(F)cccc1F	16%	·	·	3.5%	-0.2%	·	0.21	1051	3%	·
CCOC(=O)N1CCN(C(=O)COc2cccc3c2CCN(Cc2cccc(C)c2)C3=O)CC1	-2%	1.2	10%	11%	·	11%	0.13	1405	-9%	7%
Cc1ccccc1Oc1cc(NC(=O)Cn2cnc([N+](=O)[O-])c2)cc([N+](=O)[O-])c1	3%	1	6%	21%	-1.2%	-0.5%	-0.39	1499	5%	7%
O=C(O)C1CC=CCC1C(=O)Nc1ccccc1C(=O)N1CCN(c2ccc(Cl)cc2)CC1 (centres undefined)	3%	1	-5%	0.8%	-0.4%	-0.7%	-0.31	1467	-2%	-12%
Cc1ccc(OC(C)C(=O)Nc2ccc(S(=O)(=O)N3CCOCC3)cc2)cc1 (centres undefined)	4%	·	·	5.8%	-0.4%	·	·	·	6%	·
OC(CC#CCN1CCOCC1)(c1ccccc1)c1ccccc1	3%	·	·	2.2%	-0.7%	·	·	·	-1%	·
CC(C)(C)C1CCC(OCC(O)CN2CCN(c3ccccn3)CC2)CC1 (centres undefined)	19%	1.1	-20%	5.8%	-1.0%	3.4%	-0.85	1223	7%	-13%
CC(C)OC(=O)CSc1nnc(COc2ccc([N+](=O)[O-])cc2)n1C	5%	1.1	-5%	0.2%	0.1%	-0.5%	·	·	7%	-6%
Nc1nc2ncc(C(=O)c3cc(F)ccc3O)cc2s1	12%	·	·	2.0%	0.3%	·	0.06	1468	-3%	·
C(#CCN1CCOCC1)COC(c1ccccc1)c1ccccc1	6%	1.1	-24%	0.2%	-0.1%	-1.2%	·	·	-3%	-21%
C/C(=N\NC(=O)c1nnn(-c2nonc2N)c1CSc1ccccc1)c1ccc2c(c1)OCO2	6%	·	·	0.9%	0.1%	·	·	·	3%	·
COc1cc(OC)cc(C(=O)N[C@H](C(=O)NCCc2ccc(S(N)(=O)=O)cc2)C(C)C)c1	4%	·	·	-0.1%	0.4%	·	·	·	-6%	·
CCc1ccc(C(=O)/C=C/NCc2ccc(F)cc2)cc1	10%	1.2	14%	4.2%	-0.6%	0.7%	-0.21	1494	-1%	13%
O=C(NCC(c1ccc(F)cc1)N1CCOCC1)c1ccccc1F (centres undefined)	8%	·	·	-0.1%	-0.3%	·	-0.28	1430	13%	·
CCOc1ccc(NS(=O)(=O)c2ccc(C)c(C(=O)NCCCn3ccnc3)c2)cc1	25%	1.2	-11%	-0.8%	1.2%	-0.6%	0.42	1197	-2%	-4%
CCCCNc1ccc(C(CC(N)=O)NC(=O)Cc2cccc3ccccc23)cc1[N+](=O)[O-] (centres undefined)	3%	·	·	-3.0%	-0.2%	·	0.39	752	2%	·
COc1ccc(CN(C)C(=O)CCCNC(=O)c2ccc(Cl)cc2)cc1	23%	·	·	0.7%	-0.7%	·	·	·	3%	·
CC(=O)Oc1cc2c3c(c1)/C(=C1/SC(=S)NC1=O)C(=O)N3C(C)(C)C=C2C	19%	·	·	13µM*	-0.2%	·	·	·	8%	·
O=C(COc1ccc(Cl)cc1)Nc1cc(S(=O)(=O)N2CCCCC2)ccc1N1CCCCC1	4%	1.1	-8%	1.7%	-1.6%	0.1%	-0.54	1140	2%	-4%
O=C(CN(Cc1ccc(F)cc1)C(=O)c1csnn1)NCc1ccc2c(c1)OCO2	-2%	·	·	-0.6%	-0.2%	·	·	·	7%	·
COc1ccccc1NC(=O)COc1ccc(C(=O)OCC(=O)N2CCCC2=O)cc1OC	3%	1	-3%	0.7%	0.0%	0.0%	0.03	1048	-1%	-5%
c1c2c(cc3sc(N4CCCCC4)nc13)OCO2	1%	1.1	3%	12%	·	-6.6%	-1.4	1430	28%	-2%
COc1ccc(CCNC(=O)c2cc3c(=O)n4ccccc4nc3n(C3CCCCC3)c2=N)cc1	8%	·	·	14%	-0.1%	·	·	·	1%	·
Cc1cccc(CS(=O)(=O)Cc2ccc(C(=O)NCc3cccs3)o2)c1	6%	1	-10%	5.0%	-0.5%	-0.6%	-0.08	1343	-1%	-7%
O=C(/C=C/c1ccc([N+](=O)[O-])cc1)c1ccco1	18%	·	·	3.2%	-0.4%	·	·	·	-5%	·
O=C(CN1CCN(Cc2ccccc2)CC1)c1c[nH]c2ccccc12	4%	1	-27%	0.4%	-0.2%	-0.6%	-0.42	962	31%	-38%
Cc1ccc(C)c(S(=O)(=O)NCc2ccc(C(=O)N3CCOCC3)cc2)c1	9%	·	·	1.1%	-0.2%	·	·	·	-5%	·
CN(CCC#N)C(=O)COC(=O)c1ccc2c(c1)C(=O)N(C1CCCCC1)C2=O	-2%	·	·	1.3%	0.8%	·	·	·	-2%	·
O=C(O)Cc1coc2ccc3ccccc3c12	2%	1.1	35%	-1.3%	-0.8%	0.0%	-0.21	1577	0%	-2%
CC(C)C1Nc2c(C(=O)O)cccc2C(Nc2ccccc2C(=O)O)C1(C)C (centres undefined)	13%	1	0%	0.1%	1.0%	-0.4%	1.7	1204	-10%	16%
CCCn1c(=O)[nH]c(=O)c2[nH]cnc21	5%	1.1	-12%	-2.9%	0.1%	-1.9%	·	·	0%	-10%
CCC(CC)NC(=O)c1n[nH]c(=O)c2ccccc12	-2%	1.1	-5%	0.2%	0.1%	1.8%	0.33	1232	3%	-7%
Cc1cc(Cl)ccc1OCCCC(=O)NC1CCN(C)CC1	15%	1.1	-2%	-2.7%	-0.1%	-2.2%	-0.67	996	11%	-4%
CCCCCCOC(=O)C1=C(C)NC(=O)NC1c1ccc2c(c1)OCO2 (centres undefined)	-1%	·	·	1.9%	-0.4%	·	·	·	1%	·
COc1cccc(-c2ccc(C#N)c(SCC(=O)NCCc3ccc(Cl)cc3)n2)c1	27%	1.1	5%	4.5%	-0.9%	5.7%	-0.18	1512	-17%	2%
CCOC(=O)C1(CCCc2ccccc2)CCN(C2CCSCC2)CC1	10%	1.1	1%	·	-0.8%	2.3%	-1.9	1292	4%	-9%
CN=c1scc(C)n1/N=C/c1ccc(O)cc1	8.3µM*	1	12%	1.0%	0.0%	-0.7%	-0.3	1277	12%	14%
CC(C)C(c1nnnn1Cc1ccco1)N1CCN(C2CCCC2)CC1 (centres undefined)	-1%	1	5%	0.4%	-2.4%	0.2%	0.47	1328	-4%	12%
Cn1c(=O)c2c(c3ccccc31)OC(=O)CC2c1cccnc1 (centres undefined)	-1%	1.1	5%	·	0.1%	0.1%	-0.14	1442	4%	1%
O=S(=O)(c1cnc(Cl)c(Cl)c1)N1CCCc2ccccc21	6%	1	4%	3.7%	0.1%	-3.1%	0.01	983	7%	1%
CCN1C(=O)/C(=C2/Sc3ccccc3N2CCCS(=O)(=O)O)SC1=S	9%&17%	1&1	10%&-6%	1.7%	1.1%&-0.5%	-1.9%&-0.2%	0.85&0.03	1334&1201	5%&0%	3%&6%
Cc1csc2nc3ccccc3c(=O)n12	5%	1.1	13%	4.0%	·	·	-0.12	1268	14%	11%
CCOC(=O)c1ccccc1NC(=O)CSc1cccc[n+]1[O-]	2%	1.1	0%	0.3%	0.8%	-0.5%	1.7	1464	0%	-11%
COc1cc(/C=C2/C(=O)NN(c3ccc(Cl)cc3)C2=O)ccc1OC(=O)c1ccco1	22µM*	0.9	-14%	4.1%	1.1%	-1.8%	-0.34	1247	4%	-20%
